# Assay outcomes: PubChem BioAssay, National Center for Advancing Translational Sciences (NCATS)
# FLuc modulator: qHTS profiling assay for firefly luciferase inhibitor/activator using purifed enzyme and Km concentrations of substrates (counterscreen for miR-21 project) | Luciferin 4-monooxygenase (Photinus pyralis), P08659 | purified FLuc, Km substrates, luminescence inhibition | Potency, µM (titrated, usually from 57.5 µM), for inactives: top-dose activity change, negative = inhibition, hits mostly inhibitors | 6.9% of 360,000 active | AID 588342, 2011;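 note: plate controls were vehicle for no effect and reference inhibitor for full effect; nearly all actives have a fitted effect of over 55% in size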
# Target sequence (P08659 whole entry, looked up): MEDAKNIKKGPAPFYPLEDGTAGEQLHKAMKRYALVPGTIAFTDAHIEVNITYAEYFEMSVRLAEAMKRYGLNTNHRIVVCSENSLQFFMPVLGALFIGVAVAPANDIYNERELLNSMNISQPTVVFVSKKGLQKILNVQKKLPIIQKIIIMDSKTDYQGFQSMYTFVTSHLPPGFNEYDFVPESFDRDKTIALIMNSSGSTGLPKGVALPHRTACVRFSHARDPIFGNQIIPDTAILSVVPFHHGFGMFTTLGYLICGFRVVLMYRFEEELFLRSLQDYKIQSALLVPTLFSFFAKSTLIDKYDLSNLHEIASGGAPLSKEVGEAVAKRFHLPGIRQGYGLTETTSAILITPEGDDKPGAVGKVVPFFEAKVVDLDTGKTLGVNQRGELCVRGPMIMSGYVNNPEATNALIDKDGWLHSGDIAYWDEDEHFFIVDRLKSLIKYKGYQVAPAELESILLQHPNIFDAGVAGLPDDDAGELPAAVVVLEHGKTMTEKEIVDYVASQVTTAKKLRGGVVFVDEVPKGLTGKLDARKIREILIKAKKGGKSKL
#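 Biochemical qHTS of compounds, final roughly 60 µM downward over six points, against 10 nM purified firefly luciferase using Km concentrations of substrates (10 uM D-luciferin, 10 uM ATP) in Tris acetate pH 7.5 buffer; luminescence output.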
# Gal4-VP16 FLuc: VP16 counterscreen qHTS for inhibitors of ROR gamma transcriptional activity; Drosophila S2 Gal4-VP16 UAS-luciferase, luminescence, 20 h; AID 2546, 2010; Potency, µM (highest dose often 53.6 µM), for inactives: top-dose activity, negative = inhibition, hits mostly inhibitors; 3.5% of 310,000 active;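 note: Gal4-VP16 expression switched on by copper sulfate through the metallothionein promoter; % is set by controls: 0 for no effect and ±100 for the full control effect; nearly all actives have a fitted effect of over 50% in size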
# NPC1 promoter act: qHTS Assay for NPC1 Promoter Activators; Huh7 NPC1 promoter luciferase reporter, 24 h; Potency, µM (doses to about 9.22 µM), for inactives: at the top dose activation, actives largely listed as activators; 2.4% of 320,000 active; AID 485313, 2010;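 note: % of control where 0% means no effect; nearly all actives have a fitted effect of over 60% in size; reporter is driven by a mutant NPC1 promoter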
#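 Luminescence from an NPC1 promoter-driven luciferase reporter in stably transfected Huh7 cells was measured after 24 h compound treatment at 37 °C, followed by 10 min ambient incubation with luciferase detection reagent.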
# p53 reactivator: qHTS assay for re-activators of p53 using a Luc reporter; Potency, µM (series often up to 92.2 µM), for the others: at the highest dose activity change, positive = activation, hits mostly activators; H1299 p53-A138V BP100-luciferase reporter, luminescence, 24 h; 0.063% of 320,000 active; note: % of control where 0% means no effect; nearly all actives have a fitted effect of over 45% in size
#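 H1299 (p53-null), stable ts p53-A138V + BP100-Luc; 1000 cells/well, Opti-MEM/10% FBS; cpd 4 pt, 1:5; 24 h, 37 deg C, 5% CO2; detection reagent 10 min RT; luminescence.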
# MLL CXXC-DNA inh: qHTS Fluorescence Polarization Assay for Inhibitors of MLL CXXC domain - DNA interaction. Histone-lysine N-methyltransferase 2A (Homo sapiens), Q03164. MLL-CXXC / FITC-HOXA9 DNA fluorescence polarization. Potency, µM (titrated, usually from 115 µM), for inactives: top-dose activity change, negative = inhibition, hits mostly inhibitors. 0.037% of 290,000 active. AID 2662, 2010; active = well fitted inhibition curve with a large enough effect in the polarisation, with a control signal flat, not every such curve was filed as active; inconclusive = small, poorly fitted or top-dose-only effect, or effect the other way, or a change in a side signal; inactive = no such curve, though single readings can be large or run the other way; the % refers to the polarisation
#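 Steps: dispense CXXC domain solution (7 uM) → pin compounds or unlabeled HOX-A9 DNA control → 5 min ambient → add FLSN-HOX-A9 solution (50 nM) → spin → 30 min ambient → fluorescence polarization. Tris pH 7.5/NaCl/DTT/BSA buffer.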
# ELG1 genotoxic: qHTS screen for small molecules that induce genotoxicity in human embryonic kidney (HEK293T) cells expressing luciferase-tagged ELG1; AID 504466, 2011; 1.3% of 330,000 active; HEK293T ELG1-luciferase reporter, luminescence, 16 h; Potency, µM (top dose mostly 46 µM), for inactives: at the highest dose activity change, positive = activation, most hits filed as activators; note: % of control where 0% means no effect; nearly all actives have a fitted effect of over 60% in size
#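 Screening used a luciferase reporter fused to human ELG1 in HEK293T cells. Luminescence was read on a CCD plate imager after 16 hr exposure and 30 min ONE-Glo incubation.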
# Rab9 promoter act: qHTS Assay for Rab9 Promoter Activators; Huh7 Rab9 promoter-luciferase reporter, luminescence, 24 h; Potency, µM (doses to about 9.22 µM), for the others: at the highest dose activation, negative = inhibition, actives largely listed as activators; 2.8% of 320,000 active; AID 485297, 2010; note: % of control where 0% means no effect; nearly all actives have a fitted effect of over 60% in size
#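 Luciferase signal after 10 min detection reagent at ambient indicates Rab9 promoter upregulation; stably transfected Huh7 cells were treated 24 h with compound in DMSO at 37 °C, 5% CO2.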
# RORgamma inh: qHTS for inhibitors of ROR gamma transcriptional activity. Potency, µM (series often up to 53.6 µM), without a hit: at the top dose activity change, negative = inhibition, usual class: inhibitors. 5.4% of 310,000 active. AID 2551, 2010. Nuclear receptor ROR-gamma (Mus musculus), P51450. Drosophila S2 Gal4-RORgamma UAS-luciferase reporter, 20 h; note: % is set by controls: 0 for no effect and ±100 for the full control effect; nearly all actives have a fitted effect of over 60% in size
#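 Schneider cells (Drosophila), stable Gal4 DBD–ROR gamma + UAS-luc; 1 hr cmpd preincubation; Cu2+ induction 700 uM final; 20 hr ambient; luminescence.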
# uPA generation: qHTS for Inhibitors of Cell Surface uPA Generation | 0.31% of 330,000 active | Potency, µM (top dose mostly 38.3 µM), without a hit: at the highest dose activity change, negative = inhibition, hits mostly inhibitors | cell surface uPA generation assay, qHTS | AID 540303, 2011; active = well fitted inhibition curve with a large enough effect; inconclusive = small, poorly fitted or top-dose-only effect; inactive = no such curve, though single readings can be large or run the other way; tested in mouse RAW 264.7 cells; note: % is set by controls: 0 for no effect and ±100 for the full control effect; nearly all actives have a fitted effect of over 55% in size
# MBNL1-CUG inh: qHTS Assay for Inhibitors of MBNL1-poly(CUG) RNA binding; 0.036% of 280,000 active; TR-FRET MBNL1-His/biotin-(CUG)12 binding, 665/545 ratio; Muscleblind-like protein 1 (Homo sapiens), Q9NR56; Potency, µM (doses to about 57.5 µM), without a hit: top-dose activity change, negative = inhibition, actives largely listed as inhibitors; active = well fitted inhibition curve with a large enough effect in the signal ratio, with a control signal flat, not every such curve was filed as active; inconclusive = small, poorly fitted or top-dose-only effect, or effect the other way, or a change in a side signal; inactive = no such curve, though single readings can be large or run the other way; the % refers to the signal ratio; note: % is set by controls: 0 for no effect and ±100 for the full control effect
# Target sequence (Q9NR56 whole entry, looked up): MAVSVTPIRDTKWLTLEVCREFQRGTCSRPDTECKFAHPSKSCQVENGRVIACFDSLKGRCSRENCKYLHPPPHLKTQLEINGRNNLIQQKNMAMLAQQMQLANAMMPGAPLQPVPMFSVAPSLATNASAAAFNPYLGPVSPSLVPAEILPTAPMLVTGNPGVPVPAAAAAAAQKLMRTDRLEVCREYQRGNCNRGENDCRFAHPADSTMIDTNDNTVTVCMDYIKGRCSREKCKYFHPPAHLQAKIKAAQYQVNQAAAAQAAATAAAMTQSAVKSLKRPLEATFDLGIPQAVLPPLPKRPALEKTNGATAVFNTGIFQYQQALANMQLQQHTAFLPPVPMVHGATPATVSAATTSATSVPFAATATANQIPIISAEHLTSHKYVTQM
#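 Compound titration spanned 92 nM–58 uM against the MBNL1-His/biotin-(CUG)12 complex. After 60 min at room temperature with 5 nM streptavidin-XL665 and 0.055 ng/ul terbium anti-His, ratiometric 665/545 nm emission (Ex 340 nm) normalized to controls.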
# BRCA1 expr act: qHTS Assay to Identify Small Molecule Activators of BRCA1 Expression; MCF7-BRCA1-FFLuc reporter, luminescence, 48 h; response scale: scaled: vehicle 0%, 10 µM genistein 100%; Potency, µM (series often up to 46.1 µM), for the others: at the top dose activation, actives largely listed as activators; 1.1% of 380,000 active; AID 624202, 2012; note: nearly all actives have a fitted effect of over 80% in size; some results filed as inactive show a strong effect at the top dose
#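 Cells: MCF7-BRCA1-FFLuc, 2000/well. Exposure: 48 h, 37 °C, 5% CO2. Read: luminescence, 15 min post-substrate. Controls: genistein 10 microM (maximal activation), DMSO (neutral).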
# Active calls of the source: *; ? = inconclusive; / = not tested or not shown; [ ] = dose if it differs, or a comment. Unless noted, calls come from the whole dose curve; as a rule, active = well fitted curve in the direction sought with a large enough effect; inconclusive = small, poorly fitted or top-dose-only effect, or another doubt; inactive = no such curve, though single readings can be large; an effect the other way counts as inactive or inconclusive. Potency is the fitted concentration of half-maximal effect. An excerpt, so the mix of outcomes need not match the whole.
[1] Cc1onc(-c2ccccc2)c1C(=O)NCC1COc2ccccc2O1 (configuration not stated)
[2] COC(=O)c1ccc(OCC(O)CNCC(c2ccc(OC)cc2)N(C)C)c(OC)c1 (configuration not stated)
[3] COc1c2ccoc2nc2c(OC)cccc12
[4] CCn1c(CNC(=O)Cc2ccc(OC)cc2)nnc1SCC(=O)Nc1nccs1
[5] CCCCC(=O)Nc1nnc(CCOC)s1
[6] COc1cccc(C(=O)N(CN2CCCC2=O)c2ccccc2OC)c1
[7] C=C1C[C@@]23CCC4[C@@](C)(CCC[C@@]4(C)C(=O)O)C2CC[C@]1(O)C3 (some centres not stated)
[8] COc1ccc(C(=O)Cn2nnc(-c3cccs3)n2)cc1
screen / no.	1	2	3	4	5	6	7	8
FLuc modulator	2%	-10%	?	10%	?	0%	-6%	9.5µM*
Gal4-VP16 FLuc	-8%	-6%	-2%	-1%	-15%	-5%	/	/
NPC1 promoter act	-1%	1%	-2%	0%	0%	-4%	-3%	?
p53 reactivator	-1%	15%	6%	1%	-3%	9%	-1%	?
MLL CXXC-DNA inh	-2%	3%	-1%	-1%	-3%	3%	/	-1%
ELG1 genotoxic	-9%	4%	5%	-8%	-3%	-1%	1%	3%
Rab9 promoter act	-5%	6%	-4%	-2%	-13%	-7%	0%	2.8µM*
RORgamma inh	28%	-6%	-20%	5%	0%	1%	/	2%[0.365 µM]
uPA generation	0%	-4%	6%	8%	10%	-2%	7%	-1%
MBNL1-CUG inh	2%	-4%	?	-14%	0%	-1%	/	-8%
BRCA1 expr act	-18%	83%	25µM*	5%	2%	30%	-9%	28%

# The final three records of the part before are carried over, then new ones follow:
[6] COc1cccc(C(=O)N(CN2CCCC2=O)c2ccccc2OC)c1
[7] C=C1C[C@@]23CCC4[C@@](C)(CCC[C@@]4(C)C(=O)O)C2CC[C@]1(O)C3 (some centres not stated)
[8] COc1ccc(C(=O)Cn2nnc(-c3cccs3)n2)cc1
[9] CCN(CC)C(=O)C1=C(C)NC(=O)NC1c1c(F)cccc1Cl (configuration not stated)
[10] Cc1nc2ncnn2c(C)c1CCC(=O)N1CCOCC1
[11] COc1ccc(NC(=O)c2ccc3ncsc3c2)cc1
[12] CC(=C/c1ccccc1)/C=N/NC(=O)c1cccs1
[13] COc1cccc(C=Nc2ccc3c(c2)OCCO3)c1O
[14] CCOc1ccc(N2CC(C(=O)NCCc3ccc(S(N)(=O)=O)cc3)CC2=O)cc1 (configuration not stated)
[15] CCN(CC)c1ccc(NC(=O)CSc2nc(C)cc(=O)[nH]2)cc1
[16] COc1ccccc1NC(=O)C1CCN(S(=O)(=O)c2ccc3c(c2)NC(=O)C(C)S3)CC1 (configuration not stated)
screen / no.	6	7	8	9	10	11	12	13	14	15	16
FLuc modulator	0%	-6%	9.5µM*	-2%	-1%	8.5µM*	0.95µM*	19µM*	2%	-23%	0%
Gal4-VP16 FLuc	-5%	/	/	/	-4%	-10%	-10%	-17%	4%	5%	3%
NPC1 promoter act	-4%	-3%	?	1%	-2%	3.2µM*	1.4µM*	7%	2%	-3%	-3%
p53 reactivator	9%	-1%	?	-1%	?	?	?	?	1%	0%	-5%
MLL CXXC-DNA inh	3%	/	-1%	3%	-9%	-6%	-4%	8%	-8%	-7%	31%[activator]
ELG1 genotoxic	-1%	1%	3%	0%	2%	?	1.8µM*	?	0%	3%	-6%
Rab9 promoter act	-7%	0%	2.8µM*	2%	-2%	1.4µM*	1µM*	-1%	2%	0%	-4%
RORgamma inh	1%	/	2%[0.365 µM]	5%[0.365 µM]	3%	2%	-17%	?	5%	30%	26%
uPA generation	-2%	7%	-1%	5%	/	-6%	-11%	-2%	-1%	2%	-5%
MBNL1-CUG inh	-1%	/	-8%	-1%	0%	18%	4%	3%	-5%	-6%	-6%
BRCA1 expr act	30%	-9%	28%	5%	-4%	?	?	15%	-4%	-12%	0%

[17] CC1CC1C(=O)OCC(=O)Nc1ncc(Cl)cc1Cl (configuration not stated)
[18] COc1ccc(-c2c(C)oc3cc(O)cc(O)c3c2=O)cc1OC
[19] O=C(/C=C/c1ccco1)Nc1cccc(S(=O)(=O)N2CCOCC2)c1
[20] O=C(Cn1nc(-c2cccc(Cl)c2)ccc1=O)Nc1ccccc1Br
[21] CCc1cccc(NC(=O)CN(c2ccc(OC)cc2)S(=O)(=O)c2c(C)n[nH]c2C)c1
[22] Cn1nnnc1SCCNCc1cccc2ccccc12
[23] CCOc1ccc(-c2cccc(NC(=O)c3cccs3)c2)nn1
[24] CCn1c2ccccc2c2cc(/C=N/n3c(-c4cc(C)[nH]n4)n[nH]c3=S)ccc21
screen / no.	17	18	19	20	21	22	23	24
FLuc modulator	-19%	-2%	17µM*	-6%	5%	-2%	?	?
Gal4-VP16 FLuc	/	24%	22%	5%	7%	-8%	/	?
NPC1 promoter act	0%	-1%	12%	-1%	2%	12%	1%	1%
p53 reactivator	3%	2%	5%	-5%	26%	-2%	3%	/
MLL CXXC-DNA inh	/	3%	-4%	1%	1%	-14%	/	1%
ELG1 genotoxic	3%	5%	1%	8%	-7%	-2%	-6%	/
Rab9 promoter act	-6%	1%	?	-3%	0%	14%	-5%	-7%
RORgamma inh	/	?	39%	3%	14%	14%	/	-34%
uPA generation	-2%	15%	-12%	-2%	7%	-4%	-2%	6%
MBNL1-CUG inh	/	3%	?	-7%	-9%	0%	/	/
BRCA1 expr act	-3%	-8%	10%	-11%	-1%[1.84 µM]	-4%	-38%	-64%

[25] NNC(=O)c1nn(-c2ccc(Cl)cc2)cc1O
[26] COc1ccc(C)cc1S(=O)(=O)N(C)CC(=O)NC1CCCC1
[27] C/C(=N\N1CCN(c2ccccc2)CC1)c1ccc(O)cc1
[28] COc1cccc(CC(=O)NC2CCSc3ccccc32)c1 (configuration not stated)
[29] CC(OC(=O)c1ccco1)C(=O)NC1CCCCC1 (configuration not stated)
[30] COC(C(=O)Nc1ccc(S(=O)(=O)Nc2cccc3ccccc23)cc1)c1ccccc1 (configuration not stated)
[31] O=C(c1ccc2c(c1)OCO2)N1CCCc2ccccc21
[32] CC(=O)Oc1c(C)c(OC(C)=O)c2c(c1C(C)=O)OC1CC(=O)C(C(C)=O)=C(O)C21C (configuration not stated)
screen / no.	25	26	27	28	29	30	31	32
FLuc modulator	13µM*	-1%	-2%	3%	4%	13%	?	1%
Gal4-VP16 FLuc	-10%	3%	-1%	1%	1%	4%	3%	21%
NPC1 promoter act	?	2%	13%	-2%	-2%	-1%	3%	0%
p53 reactivator	17%	2%	11%	2%	0%	-24%	?	-4%
MLL CXXC-DNA inh	?	2%	20%	-3%	1%	13%	-5%	-7%
ELG1 genotoxic	1%	0%	11%	-4%	1%	3%	?	-7%
Rab9 promoter act	?	-2%	9%	0%	1%	2%	-2%	-7%
RORgamma inh	-31%	-4%	-11%	-5%	?	40%	?	-12%
uPA generation	1%	2%	-17%	0%	2%	7%	1%	-22%
MBNL1-CUG inh	-10%	-18%	7%	-1%	3%	?	2%	20%
BRCA1 expr act	14%	6%	?	37%	-2%	-54%	1%	-4%

[33] O=C(c1ccccc1Br)N1CCN(c2ncccn2)CC1
[34] COc1ccc(C(=O)Nc2ccccc2N2CCN(C(=O)C(C)C)CC2)cc1Cl
[35] O=C(N/N=C/c1ccc(OCC(=O)N2CCCCC2)cc1)c1ccccc1O
[36] CC(C)=CC(=O)Nc1ccc(OCc2ccccc2)cc1
screen / no.	33	34	35	36
FLuc modulator	1%	-1%	15µM*	13µM*
Gal4-VP16 FLuc	-6%	-3%	-4%	-3%
NPC1 promoter act	1%	-3%	13%	?
p53 reactivator	-3%	-5%	?	0%
MLL CXXC-DNA inh	-2%	2%	6%	1%
ELG1 genotoxic	0%	-3%	1%	?
Rab9 promoter act	-8%	-4%	12%	?
RORgamma inh	0%	-15%	-35%	-10%
uPA generation	0%	-7%	3%	6%
MBNL1-CUG inh	1%	-3%	10%	-1%
BRCA1 expr act	-5%	-36%	-2%	2.8µM*
